Peg3 imprint – induces erasure of genomic imprints in mouse ES cells; 0.02% of 110,000 active; Potency, µM (titrated, usually from 60.7 µM), for the others: at the top dose activity change, positive = activation, actives largely listed as activators; mouse ES Peg3-LacZ reporter, beta-gal luminescence, 40 h; AID 1948;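 further: 0% = negative control wells on the plate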
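Imprint erasure is scored as LacZ activity from the silenced maternal Peg3 allele in feeder-free female ES cells cultured 40 h with LIF. Luminescence is normalized to in-plate negative controls and fitted to the Hill equation.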
p53ts 39C tox – kills p53ts cells at the nonpermissive temperature; Potency, µM (series often up to 46.1 µM), inactives show at the top dose activity change, negative = cell killing, most hits filed as cytotoxic; H1299-p53A138V viability at 39C, ATP luminescence, 24 h; 1.5% of 130,000 active; further: nearly all actives have a fitted effect of over 55% in size
IkB signaling – suppresses IkB signaling in ABC-DLBCL reporter cells | ABC-DLBCL IkBa-CBG/CBR dual luciferase ratio, 4 h; response scale: scaled: untreated 0%, proteasome inhibitor 100% | Potency, µM (titrated, usually from 57.1 µM), for the others: at the top dose IkBa stabilization activation | 0.04% of 110,000 active | AID 445; active means well fitted curve in the direction sought with a large enough effect in the signal ratio, not every such curve was filed as active; inconclusive means small, poorly fitted or top-dose-only effect, or a change in a side signal; the % refers to the signal ratio;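 further: the direction sought is a rising ratio; 0% = basal untreated cells and 100% = reference inhibitor full response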
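In this assay, an IκBα–CBG68 fusion accumulates when IKK-driven degradation is blocked; native CBR normalizes for cell number. OCI-Ly3 cells were treated 4 h with compound and doxycycline, then green and red light read after Chroma-Glo addition.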
p53ts 32C tox – kills p53ts cells at the permissive temperature. Potency, µM (highest dose often 46.1 µM), without a hit: at the highest dose activity change, negative = cytotoxicity, usual class: cytotoxic. H1299-p53A138V at 32C, ATP luminescence viability, 24 h. 0.93% of 130,000 active;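 further: 0% = DMSO and -100% = full killing by reference compound; nearly all actives have a fitted effect of over 55% in size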
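H1299-p53 A138V cells (temperature-sensitive p53) exposed 24 h to up to 46 uM compound at 32C, where p53 is wild-type in conformation. Viability read as ATP luminescence and normalised to DMSO and 100 uM tamoxifen. AC50 fitted with the Hill equation.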
* = called active by the depositor; ? = inconclusive; · = not tested or not shown; [ ] = another dose, or the depositor's remark. Unless noted, the call rests on the fitted dose curve; in most records, active means well fitted curve in the direction sought with a large enough effect; inconclusive means small, poorly fitted or top-dose-only effect, or another doubt; inactive means no such curve, though single readings can be large; an effect the other way counts as inactive or inconclusive. Unless noted, on the % scale 0 is the no-effect control and ±100 the full control effect; potency means the concentration at half of the fitted maximal effect.

Molecule | Peg3 imprint | p53ts 39C tox | IkB signaling | p53ts 32C tox
Cc1ccc(OCCNS(=O)(=O)c2ccc(N3CCCC3=O)cc2)cc1 | · | -9% | · | 0%
COC(=O)c1ccccc1Nc1cc(C)nc2nc(C)nn12 | -16% | 7% | -3.8% | -3%
CC(C)[C@H](NC(=O)c1ccccc1)C(=O)OCC(=O)Nc1ccc2c(c1)OCCO2 | · | 28% | · | 15%
COc1ccc(NS(=O)(=O)c2ccc(OC)c3ccccc23)cn1 | -5% | 20% | ? | -8%
COc1cc(OC)c2c(c1)OC(c1ccc(OC)c(OC)c1)C(O)C2=O (stereo unspecified) | 12% | 6% | -2.9% | 10%
COc1ccc(OC)c(CNC(=O)c2ccc3c(c2)c(C)c(C)n3Cc2ccc(Cl)cc2)c1 | ? | -2% | -1.8% | 9%
O=C(COc1ccc(S(=O)(=O)N2CCOCC2)cc1)Nc1ccc2c(c1)OCCO2 | -14% | 2% | 1.9% | 6%
O=C(NCCc1c[nH]c2ccccc12)c1cnc2sccn2c1=O | -16% | -5% | 2.4% | -18%
COc1ccc(C2c3c(-c4ccccc4O)n[nH]c3C(=O)N2CCc2ccc(OC)c(OC)c2)cc1 (stereo unspecified) | -43%[inhibitor] | -17% | ? | -2%
O=C(COc1cccc(Oc2ccccc2)c1)Nc1ncccn1 | 3% | 0% | 0.4% | 0%
COc1cc(C(C)=O)ccc1OCC(O)CNCC1(N2CCCCC2)CCCCC1 (stereo unspecified) | -5% | 4% | 0.8% | 9%
O=S(=O)(Nc1cccnc1)c1cccs1 | · | 0% | 0.2% | -4%
CCOC(=O)Cn1cc(C(=O)c2cccs2)c2ccccc21 | -9% | 0% | 1.8% | 2%
COc1cc(/C=C(/C#N)c2ccc(F)cc2)ccc1OCc1ccc(C(=O)O)o1 | -22% | -2% | -3.2% | -17%
O=S(=O)(c1ccc(Cl)cc1)c1nnn2c1nc(NC1CCCC1)c1sccc12 | -12%[10.9 µM] | ? | -1.6% | -5%

Some of these compounds in order of molar mass, largest number first:
Molecule | Peg3 imprint | p53ts 39C tox | IkB signaling | p53ts 32C tox
COc1ccc(C2c3c(-c4ccccc4O)n[nH]c3C(=O)N2CCc2ccc(OC)c(OC)c2)cc1 (stereo unspecified) | -43%[inhibitor] | -17% | ? | -2%
O=C(COc1ccc(S(=O)(=O)N2CCOCC2)cc1)Nc1ccc2c(c1)OCCO2 | -14% | 2% | 1.9% | 6%
O=C(NCCc1c[nH]c2ccccc12)c1cnc2sccn2c1=O | -16% | -5% | 2.4% | -18%
O=S(=O)(Nc1cccnc1)c1cccs1 | · | 0% | 0.2% | -4%

(more compounds)
Molecule | Peg3 imprint | p53ts 39C tox | IkB signaling | p53ts 32C tox
COc1cc(OC)c(NC(=O)c2c3c(nn2C)-c2ccccc2SC3)cc1Cl | -4%[10.9 µM] | ? | 0.2% | 0%
COc1cccc(CNC(=O)Cn2nc(-c3ccc(C)cc3)ccc2=O)c1 | 13%[10.9 µM] | -26% | -1.0% | 11%
Cc1cccc(Cn2c(=O)n(CCC(=O)NCCc3ccc(Cl)cc3)c(=O)c3sccc32)c1 | -3%[10.9 µM] | 4% | 0.6% | 3%
CCc1c(O)c2c(c(O)c1C(C)=O)C(=O)c1c(cc(O)c(C(=O)O)c1C(=O)O)C2=O | -4%[10.9 µM] | -2%[9.22 µM] | 3.5%[11.4 µM] | 4%[9.22 µM]
COc1ccc(NC(=O)CCc2nnc3n(CC(C)C)c(=O)c4ccccc4n23)cc1OC | -3%[10.9 µM] | -21% | 0.2% | -6%
COc1cc(C2C(=O)N(C3CCCCC3)CC(=O)N2Cc2ccc(C)cc2)ccc1OC(C)C (stereo unspecified) | 6%[10.9 µM] | -27% | -0.6% | -3%
CCOc1ccc(NC(=O)CSc2nc(-c3ccccc3)c3cc(OCC)ccc3n2)cc1 | -8%[10.9 µM] | 4% | ? | -5%
COc1cccc(NC(=O)c2ccccc2-c2nc(-c3ccc(F)cc3)no2)c1 | -19% | 2% | 6.0% | 2%
CCOC(=O)c1cc2c(=O)n3ccccc3nc2n(CC(C)C)c1=NC(=O)c1c(-c2c(F)cccc2Cl)noc1C | -20%[10.9 µM] | -30% | 1.8% | 12%
Cn1c(=O)oc2cc(S(=O)(=O)NCCC(=O)NC3CCCc4ccccc43)ccc21 (stereo unspecified) | -12% | -7% | -0.6% | -3%
CCn1c(Cc2ccccc2)nnc1SCC(=O)Nc1nc(C)c(C)s1 | 4% | -6% | 1.2% | -1%
Cc1ccc(OCCC(=O)OCC(=O)Nc2ccc(Cl)cn2)cc1 | -7% | 1% | ? | -2%
COC(=O)c1ccc(CNC(=O)c2nc(Cn3nc(C)c(Br)c3C)no2)cc1 | -3%[10.9 µM] | 16% | -1.8% | 6%
COc1ccc(-c2noc(-c3ccccc3C(=O)Nc3cccnc3)n2)cc1 | -27% | -11% | -2.0% | -14%
O=C(c1ccco1)N1CCN(C(c2ccccn2)c2nnnn2C2CCCC2)CC1 (stereo unspecified) | 0% | 21% | -0.2% | 4%

Next section:
Every second line gives: Peg3 imprint | p53ts 39C tox | IkB signaling | p53ts 32C tox
CCCC(=O)Nc1cccc(C(=O)Nc2nccs2)c1
→ -4% | 3% | 4.4% | -6%
c1csc(-c2nc3nc4ccccc4nc3n2Cc2ccc3c(c2)OCO3)c1
→ -5% | 0% | -1.7% | ?
CN1CCN(CC(=O)Nc2sc3c(c2C#N)CCC(C(C)(C)C)C3)CC1 (stereo unspecified)
→ -6% | 10% | 1.6% | 1%
NC(=O)c1c(-c2ccccc2)oc2ccc(O)cc12
→ -4% | -3% | -1.5% | 8%
COc1cccc2cc(C(C)=O)c(=O)oc12
→ -3% | 1% | 1.1% | 9%
CCn1cc(C(=O)Nc2ccc(NC(=O)c3ccco3)cc2)c(=O)c2ccc(C)nc21
→ -11% | 11% | -1.6% | 2%
CCc1ccc(NC(=O)C(Cc2ccccc2)NS(=O)(=O)c2ccc3c(c2)CCN3C(C)=O)cc1 (stereo unspecified)
→ -4%[10.9 µM] | 2% | ? | 3%
COc1ccccc1S(=O)(=O)Cc1ccc(C(=O)N2CCN(c3ccccn3)CC2)o1
→ -14% | 1% | -2.3% | 8%
CC(C)CC(c1nnnn1C(C)(C)C)N1CCN(C2CCCC2)CC1 (stereo unspecified)
→ · | 2% | 6.4% | -4%
COC(=O)c1cc(OC)c(OC)cc1NC(=O)CCCCCN1C(=O)CCC1=O
→ -5% | 16% | 5.9% | 6%
O=C(c1ccc(-c2ccccc2)cc1)N1CCN(c2ncccn2)CC1
→ 12% | 2% | 0.5% | 6%
CN(C(=O)c1nc(-c2cccc(F)c2)n2c1CCCCC2)c1ccccc1F
→ 21%[10.9 µM] | 33%[activator] | -1.0% | 2%
CCCc1ccc(C(C)NC(=O)c2cnccn2)cc1 (stereo unspecified)
→ -24% | -17% | 1.2% | -19%
Cc1ccc(Nc2ncc(C(=O)Nc3ccc(F)cc3F)c3ccccc23)cc1Cl
→ -8%[10.9 µM] | 9% | ? | -3%
Cn1c(=O)oc2cc(S(=O)(=O)N3CCCC3)ccc21
→ -6% | 9% | -0.6% | 14%
O=S(=O)(Nc1nc(CN2CCOCC2)nc2sc3c(c12)CCCC3)c1cc(F)ccc1F
→ -13% | -12% | 1.3% | 11%
CC(NC(=O)CC(O)(C(F)(F)F)C(F)(F)F)c1ccccc1 (stereo unspecified)
→ -1% | 7% | 4.1% | 6%
COc1ccc2c(c1)c1nc3ccccc3nc1n2Cc1ccc(OC)c(OC)c1
→ · | ? | · | -13%
CC1CCN(c2nnc(N)s2)CC1
→ -6% | -7% | 4.5% | -16%
Cc1cc(C)cc(N(C)S(=O)(=O)c2nnc(NC(=O)COc3ccc(Cl)cc3)s2)c1
→ -16%[10.9 µM] | -19% | 2.4% | -5%
COc1ccc(N2CCN(c3oc(COc4ccc(Cl)cc4Cl)nc3C#N)CC2)cc1
→ -9% | 11% | 4.8% | 0%
CCOC(=O)CNC(=O)CSc1nc2ncc(Br)cc2[nH]1
→ 9% | 1% | 0.8% | 1%
CCc1nn(CC(=O)NCc2ccc(OC)cc2OC)c(=O)c2cc3c(OC)cccc3n12
→ -10%[10.9 µM] | -8% | -1.4% | 7%
Cc1cc(C)nc(/N=C2\NC(=O)CC(C(=O)O)N2c2ccc(Oc3ccccc3)cc2)n1 (stereo unspecified)
→ 2% | 6% | 1.4% | 3%
Cc1ccc(C)c(NC(=O)NCc2ccc(Cl)cc2)c1
→ -8%[10.9 µM] | 0%[9.22 µM] | 0.1%[11.4 µM] | 3%[9.22 µM]
CC(=O)Nc1ccc2nc(-c3cccnc3)[nH]c2c1
→ -30% | -11% | 0.2% | -13%
CCCCn1c(N)c(N(CCC(C)C)C(=O)COC(=O)c2ccco2)c(=O)[nH]c1=O
→ -5% | -1% | 0.7% | -9%
Cc1ccc(N2C(=O)C(CC(=O)Nc3ccc(F)cc3)N(Cc3ccc4c(c3)OCO4)C2=O)cc1 (stereo unspecified)
→ -2%[10.9 µM] | -6% | ? | -1%
COc1ccccc1C(c1nnnn1C(C)(C)C)N1CCCCCC1 (stereo unspecified)
→ · | 10% | 2.9% | 7%
CC(C)NC(=O)CCSc1nc(-c2ccc3c(c2)OCO3)cc(C(F)(F)F)n1
→ -4%[10.9 µM] | -5% | -0.8% | -1%

Three compounds from above, limited to IkB signaling.
SMILES | IkB signaling
Cc1cc(C)nc(/N=C2\NC(=O)CC(C(=O)O)N2c2ccc(Oc3ccccc3)cc2)n1 (stereo unspecified) | 1.4%
Cc1cc(C)cc(N(C)S(=O)(=O)c2nnc(NC(=O)COc3ccc(Cl)cc3)s2)c1 | 2.4%
c1csc(-c2nc3nc4ccccc4nc3n2Cc2ccc3c(c2)OCO3)c1 | -1.7%

Next entries follow.
Every second line gives: Peg3 imprint | p53ts 39C tox | IkB signaling | p53ts 32C tox
O=C(CCCn1c(=O)[nH]c2cc(Cl)ccc2c1=O)NCCCN1CCCC1
→ -4% | 19% | 0.9% | -9%
COc1ccccc1NC(=O)c1cc(S(=O)(=O)N2CCOCC2)ccc1Cl
→ -11% | 7% | 1.8% | 6%
Cc1ccc(NC(=O)CCn2nc(C)c3c(C)n(-c4ccccc4)nc3c2=O)cc1Cl
→ -7%[10.9 µM] | 14% | -2.9% | 4%
CN(C)c1nc(N)nc(CSc2n[nH]c(-c3ccccc3)n2)n1
→ -7% | -4% | 2.4% | -6%
CC(=O)Nc1ccc(C(=O)CSc2nnnn2C(C)C)cc1
→ 11% | -8% | -1.2% | -12%
COCCCNC(=O)CCn1c(=O)c2ccccc2n(CC(=O)Nc2cc(Cl)ccc2C)c1=O
→ -6% | -4% | 2.1% | -24%
Cc1ccc(C)c(N2CCN(C(=O)C(C)n3c(C)c4cnn(-c5ccccc5)c(=O)c4c3C)CC2)c1 (stereo unspecified)
→ -6%[10.9 µM] | 8% | ? | -3%
Cc1ccc(N2C(=O)N(Cc3cc(=O)n4ccccc4n3)c3ccccc3S2(=O)=O)cc1Cl
→ -6%[10.9 µM] | -23% | 0.9% | -1%
Cc1cccc(NC(=O)CSc2nc(C)cc(C)c2C(=O)Nc2ccc(Cl)cc2)c1
→ -11%[10.9 µM] | ? | -1.1% | ?
COc1ccc(NC(=O)Cn2nnc(C(=O)NCc3ccccc3)c2N)cc1Cl
→ -3% | 0% | -0.3% | -1%
COC(=O)c1cc(NCc2ccccc2F)ccc1N1CCOCC1
→ -6% | 9% | -1.5% | 4%
COc1ccc(-c2cn3c(n2)sc2cc(C(=O)NCc4cccc(F)c4)ccc23)cc1
→ -6%[10.9 µM] | 3% | ? | 5%
O=C(c1cccc(Cl)c1)N(Cc1cccs1)C1CCS(=O)(=O)C1 (stereo unspecified)
→ -23% | 8% | -0.2% | -2%
Cc1cc2nc(SC(C)C(=O)O)[nH]c2cc1C (stereo unspecified)
→ -52%[inhibitor] | -28% | -0.1% | -28%
N#CCC(=O)N1CCn2c1nc1ccccc12
→ -9% | -11% | 0.3% | -3%
COc1cc2[nH]c(=S)n(NC(=O)CC(C)C)c(=O)c2cc1OC
→ -3% | 7% | -1.3% | 1%
CCN(CC)CCNC(=O)Cn1cnc2sc(C)c(S(=O)(=O)N3CCN(c4ccccc4OC)CC3)c2c1=O
→ -6%[10.9 µM] | 25% | 2.6% | 1%
O=C(NCCN1CCOCC1)c1noc2c1CCc1ccccc1-2
→ -52%[inhibitor] | -8% | 1.6% | 0%
CC(C)(C)OC(=O)N1CCC[C@@H]1C(=O)N1CCC(C(=O)O)CC1
→ 11% | 4% | 0.5% | 6%
CCOc1cc(/C=C(\C#N)C(=O)NCC2CCCO2)ccc1O (stereo unspecified)
→ -12%[10.9 µM] | 10% | -5.3% | -3%

Compound activity as filed in PubChem.
